Bioassay records: PubChem, National Center for Advancing Translational Sciences (NCATS)
HT1080-NT tox = kills 2HG-producing HT-1080-NT fibrosarcoma cells; HT-1080-NT fibrosarcoma viability, CellTiter-Glo ATP luminescence, 48 h; Potency, µM (top dose mostly 46.1 µM), for the others: top-dose activity, negative = less viability, most hits filed as cytotoxic; 360,000 compounds, 1.6% hits; AID 686970;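 note: NT is the 2HG producing partner of a matched IDH1 knockdown line; potency is the fitted concentration of half-maximal effect; 0% = DMSO-treated cells and -100% = media-only wells without cells; nearly all actives have a fitted effect of over 55% in size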
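Read-out is CellTiter-Glo luminescence after 10 minutes at room temperature, following 48 hours' compound treatment of HT-1080-NT cells (750 cells/well, RPMI, 5% FBS, 37 degrees C).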
WRN inhibitor = inhibitors of human WRN helicase; Q14191; WRN helicase unwinding, fluorescent forked duplex, kinetic; Potency, µM (doses to about 114 µM), without a hit: at the top dose activity change, negative = inhibition, usual class: inhibitors; 360,000 compounds, 0.46% hits; AID 651768; note: potency is the fitted concentration of half-maximal effect; % is set by controls: 0 for no effect and ±100 for the full control effect; nearly all actives have a fitted effect of over 55% in size
Target sequence (Q14191 whole entry, looked up): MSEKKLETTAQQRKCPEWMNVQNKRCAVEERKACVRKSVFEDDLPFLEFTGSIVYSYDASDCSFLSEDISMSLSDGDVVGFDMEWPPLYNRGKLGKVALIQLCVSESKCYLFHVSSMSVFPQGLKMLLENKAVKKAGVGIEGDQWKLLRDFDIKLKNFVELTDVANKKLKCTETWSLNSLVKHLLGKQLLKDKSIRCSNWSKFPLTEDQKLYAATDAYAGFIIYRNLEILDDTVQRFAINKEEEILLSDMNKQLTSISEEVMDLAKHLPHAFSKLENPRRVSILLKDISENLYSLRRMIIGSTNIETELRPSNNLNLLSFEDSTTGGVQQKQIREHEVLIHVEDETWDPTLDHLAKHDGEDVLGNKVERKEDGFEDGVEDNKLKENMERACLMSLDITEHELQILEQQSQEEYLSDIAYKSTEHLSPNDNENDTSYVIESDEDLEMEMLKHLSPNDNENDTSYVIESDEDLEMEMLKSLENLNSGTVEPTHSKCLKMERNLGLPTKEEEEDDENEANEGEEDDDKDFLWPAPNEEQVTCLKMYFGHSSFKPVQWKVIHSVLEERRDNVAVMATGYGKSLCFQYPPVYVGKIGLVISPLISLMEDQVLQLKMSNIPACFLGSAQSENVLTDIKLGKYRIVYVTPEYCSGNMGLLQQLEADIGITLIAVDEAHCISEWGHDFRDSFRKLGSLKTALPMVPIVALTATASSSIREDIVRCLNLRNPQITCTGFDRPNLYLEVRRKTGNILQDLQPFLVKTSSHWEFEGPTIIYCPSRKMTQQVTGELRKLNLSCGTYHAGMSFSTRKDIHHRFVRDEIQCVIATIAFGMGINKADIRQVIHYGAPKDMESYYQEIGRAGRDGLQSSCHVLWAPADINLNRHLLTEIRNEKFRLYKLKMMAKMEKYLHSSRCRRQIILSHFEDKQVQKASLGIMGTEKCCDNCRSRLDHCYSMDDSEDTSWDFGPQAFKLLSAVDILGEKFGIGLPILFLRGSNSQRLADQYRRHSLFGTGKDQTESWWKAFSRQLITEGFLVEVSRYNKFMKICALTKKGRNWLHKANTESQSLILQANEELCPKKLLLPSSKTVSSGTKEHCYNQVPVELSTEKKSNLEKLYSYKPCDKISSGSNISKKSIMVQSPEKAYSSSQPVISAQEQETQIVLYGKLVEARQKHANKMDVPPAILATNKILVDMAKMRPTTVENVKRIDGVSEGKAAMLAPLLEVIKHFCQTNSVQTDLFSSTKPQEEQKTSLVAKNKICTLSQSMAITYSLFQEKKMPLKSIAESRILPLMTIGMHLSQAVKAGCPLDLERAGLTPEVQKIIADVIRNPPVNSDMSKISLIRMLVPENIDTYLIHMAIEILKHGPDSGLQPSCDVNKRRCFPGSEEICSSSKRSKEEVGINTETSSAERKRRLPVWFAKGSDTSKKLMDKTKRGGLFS
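WRN at 20 nM final was preincubated with compound for 15 min at room temperature; reaction started with 100 nM forked duplex oligonucleotide carrying fluorophore and quencher plus 2 mM ATP (final). Unwinding followed kinetically by red fluorescence (ex 525/em 598 nm).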
HT1080 IDH1KD tx = toxicity to HT-1080 IDH1 knockdown cells (counter line). HT-1080 IDH1 knockdown viability, ATP luminescence, 48 h. Potency, µM (highest dose often 46.1 µM), inactives show at the highest dose activity, negative = toxicity, usual class: cytotoxic. 360,000 compounds, 2% hits;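 note: potency is the fitted concentration of half-maximal effect; 0% = DMSO wells and -100% = cell-free medium wells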
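% activity derives from luminescence (CellTiter-Glo), normalised to DMSO and no-cell wells. HT-1080-IDH1KD cells, 750/well, had 48 h compound exposure at 37 °C.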
ATXN2 expr inh = reduces ATXN2 reporter expression in HEK-293 cells | Potency, µM (series often up to 57 µM), for the others: top-dose activity change, negative = inhibition, most hits filed as inhibitors | HEK-293 ATXN2-luciferase reporter, luminescence, 24 h | 360,000 compounds, 0.72% hits | AID 1745845; note: potency is the fitted concentration of half-maximal effect; % is set by controls: 0 for no effect and ±100 for the full control effect; nearly all actives have a fitted effect of over 55% in size
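qHTS (up to 57 uM final) was run with 24 h compound exposure of reporter cells at 37 °C. Each well was multiplexed: SteadyGlo luminescence measured ATXN2-luciferase expression after a fluorogenic Gly-Phe-AFC viability readout (25 uM final).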
KB-3-1 tox = KB-3-1 parental cell cytotoxicity; KB-3-1 viability, CellTiter-Glo ATP luminescence, 72 h; Potency, µM (titrated, usually from 46.1 µM), inactives show top-dose activity change, negative = cytotoxic, usual class: cytotoxic; 400,000 compounds, 1.4% hits; note: potency is the fitted concentration of half-maximal effect; % is set by controls: 0 for no effect and ±100 for the full control effect; nearly all actives have a fitted effect of over 60% in size
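KB-3-1 cells, DMEM (no phenol red) + 10% FBS; compound by pin transfer, 72 h, 37 °C. Readout: CellTiter-Glo luminescence after 10 min. Data normalized, curve-fitted.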
MCF10A rereplic = inducers of DNA re-replication in MCF 10A breast cells; 350,000 compounds, 2.9% hits; AID 624296; Potency, µM (titrated, usually from 46.1 µM), for inactives: at the top dose activity, positive = re-replication, most hits filed as activators; MCF 10A DNA re-replication, Hoechst nuclear intensity, 48 h; note: potency is the fitted concentration of half-maximal effect; % of control where 0% means no effect; nearly all actives have a fitted effect of over 50% in size
SW480 rerep = DNA re-replication induction in SW480 cells; SW480 DNA re-replication, Hoechst DNA content imaging, 48 h; AID 624297; Potency, µM (titrated, usually from 46.1 µM), without a hit: at the top dose re-replication activation, actives largely listed as activators; 340,000 compounds, 1.8% hits; note: potency is the fitted concentration of half-maximal effect; % of control where 0% means no effect; nearly all actives have a fitted effect of over 55% in size
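Quantitative HTS format with DMSO vehicle controls; 48 hr drug incubation at 37 C, then 40 min Hoechst staining and scanning imager measurement at 405 nm excitation.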
IL-1B inflam inh = inhibitors of inflammasome signaling (IL-1 beta secretion); THP-1 LPS/ATP IL-1B secretion, AlphaLISA, 16 h; stronger effect = lower value; activity change, % at 57.5 µM; 360,000 compounds, 4.7% hits; AID 743279; in the data active = activity change below about -50%; inconclusive = mostly about -30% to -49%; note: % is set by controls: 0 for no effect and ±100 for the full control effect
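Secreted IL-1B measured by AlphaLISA bead assay after 16 h compound exposure of THP-1 cells; compounds (final up to 57.5 uM) added 1 h before LPS (250 ng/mL) and ATP (1.25 mM) stimulation; lower signal means less secretion.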
KB-V1 cytotox = kills drug-selected multidrug resistant KB-V1 cells; 400,000 compounds, 3.4% hits; KB-V1 MDR cells viability, CellTiter-Glo, 72 h; Potency, µM (highest dose often 46.1 µM), without a hit: at the top dose activity change, negative = cytotoxicity, most hits filed as cytotoxic; note: potency is the fitted concentration of half-maximal effect; % is set by controls: 0 for no effect and ±100 for the full control effect; nearly all actives have a fitted effect of over 60% in size
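Compound-treated KB-V1 multidrug-resistant cells, 72 h, 37 degrees C; viability by CellTiter-Glo. Fitted qHTS curves give the values.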
* marks the source's active call; other numbers are inactive results; ? = inconclusive; / = not tested or not shown; [ ] = remark or other dose. Unless noted, calls come from the whole dose curve; as a rule, active = well fitted curve in the direction sought with a large enough effect; inconclusive = small, poorly fitted or top-dose-only effect, or another doubt; inactive = no such curve, though single readings can be large; an effect the other way counts as inactive or inconclusive.

# | Compound | HT1080-NT tox | WRN inhibitor | HT1080 IDH1KD tx | ATXN2 expr inh | KB-3-1 tox
1 | COC(=O)C1=C(C)NC2=C(C(=O)C(C(=O)OC)C(c3ccc(OC)cc3)C2)C1c1ccccn1 (configuration not stated) | -4% | -10% | -4% | 10% | 14%
2 | Cc1c(CCNC=O)cc(C)c2c3c(oc12)CCCC3 | 0% | -2% | 0% | 52%[activator] | 8%
3 | Cc1ccccc1OCC(=O)NN1Cc2ccccc2C1=N | 8% | -2% | 9% | 3% | 19%
4 | CC(C)NC(=S)NCc1cccs1 | -2% | 1% | -3% | ? | -7%
5 | CCOc1ccc(-c2cncc3nccn23)cc1 | ? | -5% | 14% | 22% | 0%
6 | CC(=NNC(=S)Nc1cccc(C)c1)c1ccccn1 | -14% | ? | ? | -57% | ?
7 | Cc1ccccc1NS(=O)(=O)c1cc(C(=O)Nc2ccccc2-c2ccccc2)ccc1Cl | ? | -13% | ? | 0% | -9%
8 | O=C(Nc1ccc(F)cc1)C(CCc1ccccc1)N1CCN(c2cccc(C(F)(F)F)n2)CC1 (configuration not stated) | ? | -1% | ? | / | -13%

# | MCF10A rereplic | SW480 rerep | IL-1B inflam inh | KB-V1 cytotox
1 | 0% | -1% | -1 | 10%
2 | 17% | 5% | 0 | 7%
3 | -2% | -5% | -2 | 4%
4 | -14% | ? | 11 | 0%
5 | / | / | -52* | -7%
6 | ? | ? | 43 | -13%
7 | ? | 25% | -14 | -1%
8 | / | / | 0 | -37%

Among those listed so far, these contain a halogen.
# | Compound | HT1080-NT tox | WRN inhibitor | HT1080 IDH1KD tx | ATXN2 expr inh | KB-3-1 tox
7 | Cc1ccccc1NS(=O)(=O)c1cc(C(=O)Nc2ccccc2-c2ccccc2)ccc1Cl | ? | -13% | ? | 0% | -9%
8 | O=C(Nc1ccc(F)cc1)C(CCc1ccccc1)N1CCN(c2cccc(C(F)(F)F)n2)CC1 (configuration not stated) | ? | -1% | ? | / | -13%

# | MCF10A rereplic | SW480 rerep | IL-1B inflam inh | KB-V1 cytotox
7 | ? | 25% | -14 | -1%
8 | / | / | 0 | -37%

Next entries follow.
# | Compound | HT1080-NT tox | WRN inhibitor | HT1080 IDH1KD tx | ATXN2 expr inh | KB-3-1 tox
9 | CCc1nnc(NC(=O)CSc2ccc(-c3cccs3)nn2)s1 | 14% | -1% | 25% | 7% | 1%
10 | Cc1c(CCC(=O)N2CCC(C(=O)O)CC2)c(=O)oc2cc3oc4c(c3cc12)CCCC4 | -1% | -1% | -4% | -36% | 0%
11 | Oc1ccc(Cl)cc1Nc1nc(NCC2CCCO2)c2ccccc2n1 (configuration not stated) | / | / | / | -21% | 0%
12 | COc1ccc(-c2nc3c4ccccc4ccn3c2CN2CCCCC2)cc1OC | 1% | -4% | -15% | / | -11%
13 | COc1ccc(C(=O)N2CCCC(C(=O)N3CCCCCC3)C2)cc1 (configuration not stated) | 0% | -8% | 4% | 4% | -1%
14 | CCC1(COC(=O)Nc2cccc(Cl)c2)COC1 | 6% | -4% | 10% | 32%[activator] | 11%
15 | CCCCCCN(C(=O)CCCN1C(=O)NC(c2ccc([N+](=O)[O-])cc2)C(C(=O)OCc2ccccc2)=C1C)C(C)C(=O)NCCCC (configuration not stated) | -2% | -4% | -7% | -10% | 0%
16 | CC(OC(=O)c1ccco1)C(=O)Nc1ncc(Cl)cc1Cl (configuration not stated) | 13% | -6% | 1% | 15% | 14%

# | MCF10A rereplic | SW480 rerep | IL-1B inflam inh | KB-V1 cytotox
9 | -1% | -4% | 38 | -11%
10 | 6% | -61%[inhibitor] | -11 | -6%
11 | 23µM* | ? | / | -23%
12 | 16% | -8% | -13 | 0%
13 | 7% | -2% | 9 | -4%
14 | 2% | 0% | -17 | -1%
15 | -14% | 11% | -63* | 0%
16 | -3% | -7% | 8 | 7%

Other entries follow.
# | Compound | HT1080-NT tox | WRN inhibitor | HT1080 IDH1KD tx | ATXN2 expr inh | KB-3-1 tox
17 | CCOC(=O)CC1=NC(=O)CS1 | 8% | 1% | 2% | 0% | 6%
18 | CNC(=S)N/N=C/c1ccccc1Cl | 3% | 1% | 6% | 11% | -2%
19 | CCCCn1c(N)c(N(CC)C(=O)c2ccc(-c3ccc(Cl)cc3)o2)c(=O)[nH]c1=O | 10% | -3% | 1% | 7% | 9%
20 | COc1ccc(C2CC(c3ccc([N+](=O)[O-])cc3)=NN2C(=O)c2ccccc2)cc1OC (configuration not stated) | 2% | -9% | 0% | / | -16%
21 | CCCCn1c(N)c(N(CCOC)C(=O)c2cc3c(s2)CCCCC3)c(=O)[nH]c1=O | -1% | 6% | 2% | 9% | 20%
22 | C[C@H](CO)N1C[C@H](C)[C@@H](CN(C)Cc2ccncc2)Oc2c(NC(=O)CCC(F)(F)F)cccc2C1=O | 0% | -5% | 5% | 9% | 4%
23 | CCOc1ccc(NC(=O)CCC(=O)NNC(=O)c2ccccc2Cl)cc1 | 4% | 3% | 0% | 0% | 5%
24 | O=C(CSc1nc2ccccc2c(=O)n1-c1ccc(F)cc1)Nc1ccc(N2CCOCC2)cc1 | -1% | 0% | 0% | -26% | 5%

# | MCF10A rereplic | SW480 rerep | IL-1B inflam inh | KB-V1 cytotox
17 | 2% | -7% | 15 | ?
18 | -2% | -12% | -50* | 21%
19 | 3% | 23% | -23 | ?
20 | -11% | 1% | 20 | 1%
21 | 8% | 2% | 3 | ?
22 | -9% | -72%[inhibitor][9.22 µM] | 22 | 3%
23 | ? | -4% | 9 | 10%
24 | 0% | -6% | 102 | 0%

Following part.
# | Compound | HT1080-NT tox | WRN inhibitor | HT1080 IDH1KD tx | ATXN2 expr inh | KB-3-1 tox
25 | Cc1cccc(S(=O)(=O)N(C)C[C@@H]2OCc3cn(nn3)CCCC(=O)N([C@H](C)CO)C[C@H]2C)c1 | 10% | 3% | 2% | -3% | -3%
26 | COCC(C)NC(=S)NC(=O)c1cc(S(=O)(=O)N2CCOCC2)ccc1C (configuration not stated) | 3% | -24%[57.1 µM] | 8% | 10%[11.3 µM] | 20%
27 | Cc1ccc(NC(=O)CCCNC(=O)c2ccc(Cl)cc2)c(Br)c1 | 1% | 6% | -9% | -15% | 4%
28 | COc1ccc(/C=C/C(=O)OCC(=O)c2cc(C)ccc2C)cc1 | 15% | 13% | 8% | / | -3%
29 | COc1ccc(N2CCN(C(=O)/C(C#N)=C/c3ccccc3)CC2)cc1 | -2% | -8% | 9% | 2% | 9%
30 | Cc1csc(NC(=O)C(NC(=O)c2ccccc2F)C(C)C)n1 (configuration not stated) | -13% | 6% | -4% | -3% | -4%
31 | CCOc1ccc2nc(NC(=O)CSc3ccc(Cl)cc3)sc2c1 | -17% | -8% | -18% | 18% | 1%
32 | CC(=O)C(C)n1c(CN(C)Cc2ccccc2)nc2c1c(=O)n(C)c(=O)n2C (configuration not stated) | -5% | -4%[57.1 µM] | -8% | -8% | -19%

# | MCF10A rereplic | SW480 rerep | IL-1B inflam inh | KB-V1 cytotox
25 | / | / | 14 | 14%
26 | -5% | -10% | 44 | ?
27 | 7% | -1% | 3 | 8%
28 | / | / | -7 | 21%
29 | 17% | -24% | 8 | 0%
30 | -16% | -3% | 1 | ?
31 | 13% | 2% | -1 | ?
32 | -12% | 3%[1.84 µM] | 9 | -12%

Additional structures
# | Compound | HT1080-NT tox | WRN inhibitor | HT1080 IDH1KD tx | ATXN2 expr inh | KB-3-1 tox
33 | O=C1c2ccc3c4c(ccc(c24)C(=O)N1c1ccc2ccccc2c1)CC3 | 0% | 1% | -2% | -1% | 0%
34 | O=C(CCc1ccccc1)n1nc(-c2ccccc2)nc1NCc1ccco1 | 9% | -9% | 4% | 46%[activator] | -2%
35 | CCN(CC(=O)Nc1ccccc1C(F)(F)F)C(=O)CCc1nc2ccccc2c(=O)[nH]1 | -1% | 1% | 0% | 8% | 2%
36 | Cc1cccc(C(=O)NC(=S)Nc2ccc(S(=O)(=O)N3CCCCC3)cc2)c1 | -5% | 8% | -6% | -21% | -13%
37 | Nc1ccc(Cc2nc3c(ccc4ccccc43)[nH]2)cc1 | ? | -12% | ? | 2% | -6%
38 | Cc1ccc(SCC(=O)O/N=C(\N)c2cccc([N+](=O)[O-])c2)cc1 | 10% | -15% | 16% | 1% | 10%
39 | CCn1cc(CNC(=O)C2C3CCC(C3)C2C(=O)O)cn1 (configuration not stated) | 0% | 3% | 1% | -13% | 4%
40 | COc1ccc(S(=O)(=O)Nc2nnc(C(C)(C)C)s2)cc1 | 25% | 0% | 2% | -2% | 15%

# | MCF10A rereplic | SW480 rerep | IL-1B inflam inh | KB-V1 cytotox
33 | ? | 10% | 3 | -11%
34 | -4% | 0% | 10 | -11%
35 | 3% | -9% | 3 | -4%
36 | 19% | 9% | -1 | -3%
37 | -4% | 0% | 12 | 1%
38 | 14% | -2% | 2 | 3%
39 | 7% | -5% | 5 | 7%
40 | -3% | -10% | 1 | 2%

More structures follow.
# | Compound | HT1080-NT tox | WRN inhibitor | HT1080 IDH1KD tx | ATXN2 expr inh | KB-3-1 tox
41 | CCCn1nc(C(=O)NCC(C)(C)N2CCOCC2)c2ccccc2c1=O | 11% | -25% | 7% | 3% | 10%
42 | O=C(CCn1c(=S)[nH]c2cc3c(cc2c1=O)OCO3)NCc1ccccc1Cl | -2% | 2% | -1% | 5% | -3%
43 | NC(=O)c1ccccc1NC(=O)c1ccoc1 | 3% | 5% | 0% | -8% | -2%
44 | CNC(=S)Nc1cc(C(F)(F)F)ccc1Cl | 2% | -2% | 0% | -15% | 4%
45 | CCOCCCn1c(NN)nc2ccccc2c1=O | 2% | 3% | 4% | -34% | 6%

# | MCF10A rereplic | SW480 rerep | IL-1B inflam inh | KB-V1 cytotox
41 | 1% | 1% | 5 | 5%
42 | 3% | 3% | 31 | ?
43 | 4% | -15% | 9 | 0%
44 | 1% | 1% | 0 | 2%
45 | ? | -9% | -14 | -28%
